Lung fibro prol: antiproliferative effect on LL 47 fibroblasts – human, LL 47 cells, CellTiter-Glo luminescence, primary screen; LL 47 human lung fibroblast viability, ATP luminescence; hits give low values; viability, % at 10 µM; 85,000 compounds, 1.1% hits;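 active means viability at or below 50% in the single dose screen; inactive means viability above 50%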;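 further: compound exposure lasted 72 h before the ATP readout; 100% = median luminescence of untreated cell-only wells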
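Material: human lung fibroblast line LL 47, low passage; Evaluation: viability percentage against median untreated-cell control; Buffer or medium: 15% FBS in IMEM; Incubation: 72 h compound exposure at 37 °C after overnight plating; Dosing: 0.1% DMSO in all compound wells; Measured by: CellTiter-Glo luminescence.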
H69AR inhibit: proliferation blockers of H69AR lung cancer cells, primary screen, cell-based, human, 86K library | H69AR lung tumor viability, ATP luminescence, 72 h; hits give low values | AID 598, 2007 | 85,000 compounds, 6% hits | viability, % at 10 µM;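 active means viability at or below 40%; inactive means viability above 40%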;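 further: multidrug resistant small cell line overexpressing MRP-1 efflux transporter; 100% = mean luminescence of untreated control wells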
Pyk2 oligo antag: antagonists of Pyk2 self-association, primary screen, Q293 cells, FERM NanoBiT luminescence, HTS; Protein-tyrosine kinase 2-beta (Homo sapiens), Q14289; hits give low values; z-score (the deposit names both 25 µM and 10 µM); 99,000 compounds, 0.83% hits;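 active means Z-score of -3 or lower, scaled per plate to the spread of control and sample wells; inactive means z-score above -3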;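 further: negative z-score means lost luminescence so less FERM oligomerization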
Target sequence (Q14289 whole entry, looked up): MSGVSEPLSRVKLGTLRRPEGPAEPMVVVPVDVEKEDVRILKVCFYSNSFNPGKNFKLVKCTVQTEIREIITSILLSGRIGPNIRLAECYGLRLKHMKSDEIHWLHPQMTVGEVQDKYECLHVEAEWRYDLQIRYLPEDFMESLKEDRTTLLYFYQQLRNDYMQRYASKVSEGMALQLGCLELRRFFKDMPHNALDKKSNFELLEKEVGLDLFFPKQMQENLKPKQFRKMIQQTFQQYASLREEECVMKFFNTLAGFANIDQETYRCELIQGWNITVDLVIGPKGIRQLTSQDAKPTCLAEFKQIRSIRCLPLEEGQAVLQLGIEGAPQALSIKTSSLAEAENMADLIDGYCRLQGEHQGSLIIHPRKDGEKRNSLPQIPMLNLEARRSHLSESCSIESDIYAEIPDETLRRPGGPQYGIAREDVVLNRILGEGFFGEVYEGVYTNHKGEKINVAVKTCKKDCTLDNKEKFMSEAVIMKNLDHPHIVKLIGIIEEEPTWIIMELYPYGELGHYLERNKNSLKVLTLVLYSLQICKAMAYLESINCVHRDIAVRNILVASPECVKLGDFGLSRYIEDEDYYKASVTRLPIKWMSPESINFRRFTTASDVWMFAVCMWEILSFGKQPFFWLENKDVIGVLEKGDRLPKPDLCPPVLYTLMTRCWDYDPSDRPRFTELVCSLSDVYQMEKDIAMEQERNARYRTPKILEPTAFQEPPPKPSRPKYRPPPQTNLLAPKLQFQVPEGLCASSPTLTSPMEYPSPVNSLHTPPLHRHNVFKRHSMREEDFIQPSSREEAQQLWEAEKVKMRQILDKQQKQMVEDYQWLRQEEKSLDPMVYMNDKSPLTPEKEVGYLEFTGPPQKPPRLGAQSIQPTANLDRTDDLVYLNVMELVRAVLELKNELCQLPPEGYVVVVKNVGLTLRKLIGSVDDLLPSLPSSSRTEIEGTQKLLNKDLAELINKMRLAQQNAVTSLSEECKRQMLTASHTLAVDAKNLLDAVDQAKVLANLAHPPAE
HUVEC inhibit: inhibitors of HUVEC proliferation, primary screen, cell-based, 384-well | CellTiter-Glo luminescence, 72 h; hits give low values | viability, % at 10 µM (by protocol) | 86,000 compounds, 1.1% hits;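 active means viability at or below 30%; inactive means viability above 30%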;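 further: 100% = median luminescence of DMSO-only cell control wells on each plate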
Smad3 inh: Smad3/FoxH1 peptide binding inhibitors, primary screen, biochemical, TR-FRET | Mothers against decapentaplegic homolog 3 (Homo sapiens), P84022 | TR-FRET Smad3/Dy647-FoxH1 peptide binding, europium anti-His | inhibition, % at 25 µM | 88,000 compounds, 0.29% hits | AID 630, 2007;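 active means compounds that reduce the energy-transfer binding signal between the protein and its labelled peptide by more than half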;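 further: 0% = Smad3 plus labelled peptide maximal FRET and 100% = peptide-only background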
F-actin modifier: modifiers of F-actin cytoskeleton organization, primary screen, imaging, HUVEC, phalloidin staining, high-content imaging. HUVEC TNFa F-actin phalloidin imaging. 91,000 compounds, 0.18% hits. inhibition, % at 2 µM;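 active means inhibition above the batch mean plus 3 SD and confirmed as a hit by visual image inspection, cut at about 30% in these data, passing the limit was not always enough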; further: strong numbers were not always called active
TNFa cytotox: cytotoxicity in TNFa-stimulated HUVEC, primary screen, cytotoxicity control for VCAM1 expression modulator project, imaging, Hoechst nuclei count. 93,000 compounds, 0.17% hits. cell count reduction, % at 2 µM. HUVEC TNFalpha-stimulated, Hoechst cell count;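 active means cell count reduction exceeding the screen mean by over 5 SD, scaled to untreated wells per plate, cut at about 78% in these data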;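 further: cells counted after 24 h of TNF alpha exposure following the 1 h pretreatment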
IL1B cytotox: cytotoxicity in IL-1B stimulated HUVEC, primary screen, cytotoxicity control for IL-1B NFkB translocation project, imaging, Hoechst nuclear count, IL-1B stimulus; 94,000 compounds, 0.41% hits; HUVEC cell count loss; cell count reduction, % at 2 µM;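 active means cell count reduction more than 3 SD above the screen-wide mean, cut at about 70% in these data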;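 further: normalized per plate to untreated control cells as the no-loss baseline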
VCAM1 TNFa inh: inhibitors of TNFa-induced VCAM1 expression, primary screen, imaging, HUVEC, TNFa stimulus, immunofluorescence. HUVEC TNFa-induced VCAM-1 immunofluorescence, high-content imaging. inhibition, % at 2 µM. 95,000 compounds, 0.48% hits;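 active means inhibition above the batch mean plus 3 SD, with images confirmed as a hit by eye, cut at about 37% in these data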;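 further: 0% = TNF-stimulated DMSO wells and 100% = unstimulated control wells; not every result past the cut was called active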
Numbers without * were called inactive; . = not tested or not shown; [ ] = another dose, or the depositor's remark.

SMILES	Lung fibro prol	H69AR inhibit	Pyk2 oligo antag	HUVEC inhibit	Smad3 inh	F-actin modifier	TNFa cytotox	IL1B cytotox	VCAM1 TNFa inh
CC1(C)Cc2c(sc3[nH]c(=S)n(Cc4ccco4)c(=O)c23)CO1	88	30*	-0.1	80	2	-5	-10	-22	15
CN1C(=O)C(O)(CC(=O)c2ccccn2)c2cc(Br)ccc21 (stereo not drawn)	85	29*	-0.31	59	5	9	-7	-7	0
Cc1cccc(N(C)C(=S)Oc2ccc3ccccc3c2)c1	91	91	.	100	1	.	.	.	.
Cc1nc(NC(=O)c2ccccc2)sc1-c1csc(Nc2cccc(F)c2)n1	.	.	.	.	.	-15	-41	8	6
C=C(C)CSc1nnc2[nH]c(=O)cc(N)n12	109	88	-0.42	87	-10	-41	-13	33	0
CCCNC(=O)NC(=O)CSc1nnc(C)n1N	95	92	0.81	91	-6	-2	15	-1	2
CCN(CC(N)=O)S(=O)(=O)c1ccc(Br)cc1	102	91	-0.16	93	2	-20	-18	-13	8
CCCC/C(O)=C/c1nc2ccccc2[nH]c1=O	.	.	-0.92	.	.	25	-38	-10	10
CCN(CC)S(=O)(=O)c1cc(Br)ccc1OC	102	86	0.64	100	5	42	-23	-26	-1
Cn1c(CCN2CCN(c3ccccc3)CC2)nc2cc(NC(=O)c3ccco3)ccc21	96	21*	0.46	88	8	-10	-3	6	-2
Cc1cc(NS(=O)(=O)c2ccc(NC(=O)Nc3ccc4c(c3)OCO4)cc2)no1	101	100	0.16	100	0	28	-8	-8	-6
CCC(C)C(NS(=O)(=O)c1ccc(C)cc1)C(=O)Oc1ccc2c3c(c(=O)oc2c1)CCC3 (stereo not drawn)	.	.	0.2	.	.	0	-5	0	-1
CC(=O)c1ccc(C(C)(C)c2ccc(C(C)=O)s2)s1	94	93	1.6	106	13	10	-8	23	-16
CCCCCn1c(CN2CCN(c3cc(Cl)ccc3C)CC2)nc2c1c(=O)[nH]c(=O)n2C	87	3.5*	-0.26	28*	-1	17	-14	-3	-9
CN1CCN(c2ccccc2NC(=O)c2cccc(OCc3ccccc3)c2)CC1	76	11*	1.5	8.2*	-2	4	-12	13	-2
CC(C)C(=O)N(c1cc2sc(=O)oc2c2ccccc12)S(=O)(=O)c1cccs1	97	22*	-0.93	103	8	10	-25	-8	-7
CCCN=CC1=C(O)CC(c2ccccc2)CC1=O (stereo not drawn)	97	99	1.8	104	1	-2	.	3	-33
CC(Oc1ccc(Cl)cc1Cl)C(=O)NCCN1CCOCC1 (stereo not drawn)	89	90	0.94	95	1	-14	-11	8	8
CC12C(=O)N(c3cccc(OC(=O)c4ccco4)c3)C(=O)C1C1c3ccccc3C2c2ccccc21 (stereo not drawn)	.	.	-0.7	.	.	16	-14	9	-14
COc1ccc(N(C(C)C(=O)N/N=C/c2ccc(OC(C)C)cc2)S(C)(=O)=O)cc1 (stereo not drawn)	.	.	-0.74	.	.	5	-6	6	13
CC(C)Oc1ccc(C(CC(=O)O)NC(=O)C2CCCCC2)cc1 (stereo not drawn)	100	90	-0.42	94	6	10	-25	4	-6
CC(=O)N1CCc2ccc(C(=O)CN3CCN(c4cccc(C)c4C)CC3)cc21	104	80	.	93	16	.	-8	-55	-14
Cc1ccc2[nH]c(=O)c(CN(CCCO)S(=O)(=O)c3c(C)ccc4nsnc34)cc2c1	.	61	0.04	104	-12	0	-3	-10	2
CC1=NN(C(=O)c2ccc(Cn3nc(C)c([N+](=O)[O-])c3C)cc2)C(O)(C(F)(F)F)C1 (stereo not drawn)	.	.	-0.47	.	.	-17	4	4	9
Cn1c(SCC(=O)Nc2sc3c(c2C#N)CCC3)nnc1C1COc2ccccc2O1 (stereo not drawn)	.	103	1.4	97	-5	-30	10	-39	0
SMILES	Lung fibro prol	H69AR inhibit	Pyk2 oligo antag	HUVEC inhibit	Smad3 inh	F-actin modifier	TNFa cytotox	IL1B cytotox	VCAM1 TNFa inh
COc1ccccc1-c1ccc(=O)n(CC(=O)NCc2ccc3c(c2)OCO3)n1	93	102	0.43	99	-4	2	-4	-44	11
O=C(c1ccco1)N1CCN(CC(=O)N2CCCc3c2c(=O)oc2ccc(O)cc32)CC1	106	94	.	107	1	27	-10	8	-2
Cc1nn(-c2ccccc2)c2[nH]c(=O)c(CNc3ccc4c(c3)OCCO4)cc12	90	50	-1.6	72	1	-32	-13	-12	10
Nc1[nH]nc2nc(N3CCCC3)nc(-c3ccccc3)c12	107	88	-0.37	101	-2	.	.	.	.
O=C(CCN1C(=O)C2C3C=CC(C3)C2C1=O)N1CCN(c2ccccn2)CC1 (stereo not drawn)	98	92	0.6	99	-11	5	-15	.	9
Cc1nn(-c2nc3ccccc3s2)c(N)c1Sc1ccc(F)cc1	18*	9.7*	1.4	59	-8	-45	0	-7	32
COc1cc(-c2ccccc2)nc2ccccc12	102	75	-1.1	84	0	-3	-2	-1	18
COc1ccc(Cc2nnc(SCC(=O)NC3CCCC3)o2)cc1	98	103	2.7	101	-12	4	-27	25	16
Cc1c(/C=N/NC(=O)c2cc(=O)[nH]c(=O)[nH]2)c2ccccn2c1C(=O)c1ccccc1	.	.	-1.6	.	.	4	-4	7	-4
C=CCNc1cnn(-c2ccc(C)cc2)c(=O)c1Cl	.	.	-0.06	.	.	-7	-8	0	10
CCOC(=O)CN1C(=O)C(CC)Oc2ccccc21 (stereo not drawn)	.	.	0.35	.	.	14	-11	8	5
CCCN(CCO)Cc1ccc(Br)cc1	98	116	-0.29	98	4[fluorescence artefact?]	13	-13	7	-3
COc1ccc(NC(=O)c2c(C)cc(=O)oc2C)c(OC)c1	106	92	-0.5	110	5	6	-30	-53	-3
COCCNC(=O)c1ccc(CN2CCOCC2)cc1	105	90	-0.27	96	5[fluorescence artefact?]	-2	5	-15	28
Cc1cc(NC(=O)c2cnn3cccnc23)nn1CC(=O)Nc1cccnc1	94	90	-0.59	98	2	-18	-4	29	-7
COc1cc(CO)ccc1Oc1nnnn1-c1ccc(C(N)=O)cc1	97	52	1.2	95	-2	-5	-2	-12	1
Cc1cccc(C)c1-n1c(C)cc(/C=C2\C(=O)NN(c3ccccc3)C2=O)c1C	.	.	-2.2	.	.	9	-14	-4	11
CCN(CC)CCCOc1ccc(C)cc1Br	95	81	0.39	91	3	4	-29	-16	5
S=C(NCCC1=CCCCC1)Nc1ccccc1	.	.	0.49	.	.	1	.	-4	2
N#CCSCC(=O)Nc1ccc(F)cc1	97	103	0.31	93	-14	0	3	-11	-1
COC(=O)c1c(NC(=O)Cn2cc([N+](=O)[O-])cn2)sc2c1CCC2	.	.	0.42	.	.	9	-12	-17	23
O=C1C2C3c4ccccc4C(c4ccccc43)C2C(=O)N1/N=C/c1cccc(O)c1 (stereo not drawn)	.	.	0.28	.	.	-15	-5	-66	-2
O=S(=O)(N/N=C1/CCCc2ccccc21)c1ccc(Br)cc1	99	85	-0.16	90	0	4	-12	3	1
CC(C)Oc1ccc(N2C(=O)c3ccccc3C2=O)cc1	109	102	-0.62	107	-10	.	-19	1	6
Cc1ccc(C)c(SCc2noc(C(=O)NC(C)C)c2C(=O)O)c1	.	.	.	.	.	-11	-21	-5	-1

An excerpt of the results above, for reference:
SMILES	Lung fibro prol	H69AR inhibit	Pyk2 oligo antag	HUVEC inhibit	Smad3 inh	F-actin modifier	TNFa cytotox	IL1B cytotox	VCAM1 TNFa inh
N#CCSCC(=O)Nc1ccc(F)cc1	97	103	0.31	93	-14	0	3	-11	-1
COC(=O)c1c(NC(=O)Cn2cc([N+](=O)[O-])cn2)sc2c1CCC2	.	.	0.42	.	.	9	-12	-17	23
O=C1C2C3c4ccccc4C(c4ccccc43)C2C(=O)N1/N=C/c1cccc(O)c1 (stereo not drawn)	.	.	0.28	.	.	-15	-5	-66	-2
O=S(=O)(N/N=C1/CCCc2ccccc21)c1ccc(Br)cc1	99	85	-0.16	90	0	4	-12	3	1
CC(C)Oc1ccc(N2C(=O)c3ccccc3C2=O)cc1	109	102	-0.62	107	-10	.	-19	1	6
Cc1ccc(C)c(SCc2noc(C(=O)NC(C)C)c2C(=O)O)c1	.	.	.	.	.	-11	-21	-5	-1

Following part
SMILES	Lung fibro prol	H69AR inhibit	Pyk2 oligo antag	HUVEC inhibit	Smad3 inh	F-actin modifier	TNFa cytotox	IL1B cytotox	VCAM1 TNFa inh
N#Cc1c(-c2ccccc2)[nH]c(=S)[nH]c1=O	99	116	1.8	102	-5	.	-7	6	7
CCCC(c1nnnn1CS(=O)(=O)c1ccc(C)cc1)N1CCN(c2ccc(F)cc2)CC1 (stereo not drawn)	101	91	0.36	89	0	-17	-4	11	8
COc1ccc(-c2nc(CSCC(=O)N3CCC(C(N)=O)CC3)c(C)o2)cc1OC	.	.	.	.	.	-4	10	27	11
Cc1ncc(CCl)c2c1OC(C)(C)OC2	97	2.8*	1.2	79	3	12	-19	39	-2
COc1ccccc1-n1cnnc1SCC(=O)Nc1cc(C(C)(C)C)nn1-c1ccccc1	100	87	1.8	103	-4	-29	12	-12	-18
C=C(C)CSCc1nc2ccccc2[nH]1	103	60	-0.04	91	-2	0	-19	12	-6
O=C(Nc1nccs1)c1cccc(NC(=O)c2ccco2)c1	99	65	-0.67	84	4	0	.	8	-23
CCSc1nnc(NC(=O)CSc2nnc(-c3c[nH]c4ccccc34)n2C)s1	101	72	.	97	4	.	.	.	.
O=C1Nc2ccc(S(=O)(=O)N3CCCC3)c3cccc1c23	93	81	-0.8	74	2	-2	-12	12	-14
Cc1nc2ccccc2n1CCC(=O)Nc1cccc(F)c1	96	91	0.38	97	9	-1	8	-10	7
CCOC(=O)Cc1nnc(NC(=O)COc2ccc(OC)cc2)s1	103	96	-0.56	90	-13	5	-2	-10	1
O=C(CSc1nnc(-c2ccco2)n1Cc1ccco1)Nc1ccccc1	106	102	-0.73	105	-19	10	-1	4	1
O=C(NCc1ccco1)c1cc2c(s1)CCCCC2	93	90	2.6	61	12[fluorescence artefact?]	-8	-14	-24	-26
O=C(O)CCc1ccc(-c2ccccc2)n1Cc1ccco1	96	98	0.01	103	14	4	-16	10	-5
CCNC(=S)NNC(=O)c1cc(-c2ccc(OCC)cc2)nc2ccccc12	.	.	-1.1	.	.	-12	2	-17	6
COc1ccc(Cn2c(N)c(S(=O)(=O)c3cccs3)c3nc4ccccc4nc32)cc1	.	.	-0.94	.	.	14	-11	-1	3
CC(=O)N1CCC(C(=O)Nc2ccccc2)(N(Cc2ccccc2)C(=O)c2cccnc2)CC1	96	99	0.86	93	-2	.	.	.	.
N#C/C(=C\c1cccs1)C(=O)NCC1CCCO1 (stereo not drawn)	.	.	0.41	.	.	4	1	-2	-13
N#Cc1cc2cc3c(cc2nc1N1CCOCC1)OCO3	.	.	-0.04	.	.	-14	-2	-3	8
N#C/C(=C/c1ccc(Sc2nc3ccccc3[nH]2)o1)c1cccc(F)c1	92	84	-3.2*	35	5	-4	-18	0	26

A portion of the library; the hit share may differ from the screen's.
